Source: PubChem BioAssay
COUP-TFII inh – NR2F2 (human) inhibition, primary screen. P24468. HEK293T NGFI-A luciferase reporter, luminescence. inhibition, % at 8.6 µM. 370,000 compounds, 0.7% hits. AID 686940;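 active = inhibition above a per-plate cutoff, mean inhibition of test wells between control levels plus 3 SD, cut at about 38% in these data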;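 also: cells cotransfected with COUP-TFII expression vector driving the NGFI-A reporter; 0% = median of COUP-TF2 test wells and 100% = reporter-only cells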
TLR9-MyD88 inh – TLR9-MyD88 interaction inhibition; CHO BLA complementation TLR9-MyD88, CCF4 FRET ratio; Q9NR96+Q99836; inhibition, % at 4.98 µM; 340,000 compounds, 0.21% hits;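 active = inhibition above the mean over all tested compounds plus 3 SD, cut at about 21% in these data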;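 also: 0% = DMSO only wells and 100% = clavulanate BLA inhibitor control wells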
ABHD5-PLIN5 inh – blocks binding of human ABHD5 to perilipin-5 | AID 602281 | 360,000 compounds, 0.78% hits | inhibition, % at 4 µM | Split G. princeps luciferase complementation, luminescence, 4 h | Q00G26+Q8WTS1;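 active = inhibition above the mean inhibition across every tested compound plus 3 SD, cut at about 22% in these data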;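 also: 0% = DMSO only wells and the 100% control is not disclosed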
NCOA2 inhibitor – inhibits human steroid receptor coactivator 2; Q15596; HEK293 GAL4-SRC2 luciferase reporter, luminescence; inhibition, % at 9 µM; 370,000 compounds, 0.17% hits;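 active = inhibition above the mean inhibition of all tested compounds plus 3 SD, set per campaign, cut at about 52% in these data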;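 also: 0% = DMSO treated cells and 100% = cells given Gossypol at 36 µM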
MC4R antagonist – blocks human MC4R cAMP signaling; AID 540295; 360,000 compounds, 0.48% hits; inhibition, % at 6.5 µM; MC4R-expressing cells, MTII-stimulated cAMP, LANCE TR-FRET; P32245;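 active = inhibition above its plate's cutoff, the mean of tested wells on that plate plus 3 SD, cut at about 29% in these data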;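 also: 0% = Melanotan II alone and 100% = Melanotan II plus saturating MCL0020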
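Test system: U2OS cells stably expressing human melanocortin 4 receptor (MC4R); also added: Melanotan II challenge; compound: 6.5 µM single dose; timing: 30-min compound preincubation, 1-h Melanotan II challenge, 1-h detection, room temperature; signal: Eu-cAMP/anti-cAMP TR-FRET, emission 671 nm; repeats: one well per compound, no replicates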
MC4R ag barr – human MC4R agonism via beta-arrestin | P32245 | AID 540308 | 360,000 compounds, 0.98% hits | activation, % at 8.9 µM | U2OS MC4R beta-arrestin complementation, luminescence; percent of melanotan II response, DMSO zero;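 active = activation above a per-plate cutoff, the mean activation of sample wells on that plate plus 3 SD, cut at about 8% in these data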
NOD2 RIPK2 PPI – inhibitors of human NOD2-RIPK2 interaction; O43353; CHO BLA complementation NOD2-RIPK2, CCF4 ratio; inhibition, % at 4.98 µM; 360,000 compounds, 0.38% hits; in the data active = inhibition above about 21%;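 also: 0% = vehicle only and 100% = reference blocker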
SRC1 inh – inhibitors of human steroid receptor coactivator 1 (SRC1). Q15788. HEK293 GAL4-SRC1 luciferase reporter, luminescence. inhibition, % at 3.6 µM. 360,000 compounds, 0.12% hits. AID 588354;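 active = inhibition above the campaign mean plus 3 SD, with each screening campaign given its own cutoff, cut at about 60% in these data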;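 also: 0% = DMSO treated cells and 100% = gossypol at 36 µM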
Target sequence (Q15788 whole entry, looked up, the tested form may be a part): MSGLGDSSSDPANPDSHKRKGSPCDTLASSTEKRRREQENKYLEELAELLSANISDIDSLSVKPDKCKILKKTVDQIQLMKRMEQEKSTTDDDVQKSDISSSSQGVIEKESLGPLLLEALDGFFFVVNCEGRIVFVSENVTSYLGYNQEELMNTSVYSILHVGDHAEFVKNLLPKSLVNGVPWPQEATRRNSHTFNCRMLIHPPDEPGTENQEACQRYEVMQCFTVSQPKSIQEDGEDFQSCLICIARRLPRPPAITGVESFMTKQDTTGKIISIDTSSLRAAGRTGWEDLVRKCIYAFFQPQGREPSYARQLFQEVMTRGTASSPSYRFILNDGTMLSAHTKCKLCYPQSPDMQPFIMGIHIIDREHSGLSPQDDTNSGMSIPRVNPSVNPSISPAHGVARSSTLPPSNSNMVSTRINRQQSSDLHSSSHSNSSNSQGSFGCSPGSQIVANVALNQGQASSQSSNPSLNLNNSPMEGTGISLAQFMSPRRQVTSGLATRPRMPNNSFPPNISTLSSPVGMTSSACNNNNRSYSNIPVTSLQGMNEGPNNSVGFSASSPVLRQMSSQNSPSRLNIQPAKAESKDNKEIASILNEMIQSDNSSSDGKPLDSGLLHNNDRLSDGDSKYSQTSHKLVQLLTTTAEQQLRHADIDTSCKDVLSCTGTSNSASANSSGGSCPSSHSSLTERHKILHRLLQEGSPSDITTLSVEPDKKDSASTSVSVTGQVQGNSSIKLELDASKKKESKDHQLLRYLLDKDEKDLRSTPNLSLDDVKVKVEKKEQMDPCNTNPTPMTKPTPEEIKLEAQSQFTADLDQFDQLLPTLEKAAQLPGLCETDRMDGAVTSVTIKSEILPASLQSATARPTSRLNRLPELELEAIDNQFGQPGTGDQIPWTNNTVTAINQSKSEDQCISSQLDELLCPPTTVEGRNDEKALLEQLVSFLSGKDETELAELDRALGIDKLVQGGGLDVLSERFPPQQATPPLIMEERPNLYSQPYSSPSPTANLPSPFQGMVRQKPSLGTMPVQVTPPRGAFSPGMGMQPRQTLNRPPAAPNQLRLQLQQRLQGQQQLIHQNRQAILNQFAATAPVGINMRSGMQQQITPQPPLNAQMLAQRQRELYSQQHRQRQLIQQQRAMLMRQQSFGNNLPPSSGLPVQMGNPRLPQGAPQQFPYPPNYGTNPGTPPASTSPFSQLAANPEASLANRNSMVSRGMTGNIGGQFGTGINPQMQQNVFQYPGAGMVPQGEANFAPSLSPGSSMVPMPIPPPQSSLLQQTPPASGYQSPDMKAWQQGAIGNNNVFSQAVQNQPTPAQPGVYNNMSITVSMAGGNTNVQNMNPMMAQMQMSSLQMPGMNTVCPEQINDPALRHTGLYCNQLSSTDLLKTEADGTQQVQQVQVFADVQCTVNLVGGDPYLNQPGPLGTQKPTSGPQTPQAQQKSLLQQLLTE
SRC3 inh – inhibitors of human steroid receptor coactivator 3 (SRC3) | HEK293 GAL4-SRC3 luciferase reporter, luminescence | Q9Y6Q9 | 360,000 compounds, 0.17% hits | inhibition, % at 3.6 µM;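 active = inhibition above a per-campaign cutoff, the mean of all compounds plus 3 SD, cut at about 60% in these data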;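 also: 0% = DMSO-treated cells and 100% = gossypol-treated cells at 36 µM; higher means less SRC3-driven luciferase light from the GAL4 reporter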
EBV LMP1 NFkB – Epstein-Barr LMP1 NF-kappaB reporter inhibition; inhibition, % at 12.5 µM; 350,000 compounds, 0.69% hits; LMP1-induced NF-kappaB luciferase reporter cells, luminescence; in the data active = inhibition above about 41%;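 also: 0% = neutral control wells and 100% = reference inhibitor control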
NR5A2 inv ag – NR5A2 inverse agonism in reporter assay; inhibition, % at 3.6 µM; O00482; HEK293T StAR-luciferase reporter, LRH-1 transfected, 24 h; 360,000 compounds, 0.13% hits;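 active = inhibition above the mean inhibition of all tested compounds plus 3 SD, cut at about 73% in these data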;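 also: 0% = DMSO wells and 100% = reporter-only cells lacking LRH-1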
Starred values were filed as active, the others as inactive; / = no result given.

COUP-TFII inh,TLR9-MyD88 inh,ABHD5-PLIN5 inh,NCOA2 inhibitor,MC4R antagonist,MC4R ag barr,NOD2 RIPK2 PPI,SRC1 inh,SRC3 inh,EBV LMP1 NFkB,NR5A2 inv ag,molecule
-15,4,1,-51,9,-1.6,2,-51,-21,-9,-51,O=C(Nc1ccccc1)OCC1CCCO1 (stereo unspecified)
/,/,6,/,7,-1.5,-16,-47,-63,/,-46,Cn1cc(-c2coc3c(C(=O)NCc4ccco4)cccc23)cn1
6,8,-2,-1,9,2.6,1,1,-11,-2,-12,COC(=O)c1ccccc1NC(=O)N1CCN(S(=O)(=O)c2ccc(Cl)cc2)CC1
-15,-11,2,10,2,-1.8,1,-16,10,9,-9,Cc1ccc(NC(=S)NC(=O)/C=C/c2ccc(Cl)cc2)cc1
8,/,-5,-23,-1,-0.8,0,0,9,/,-30,Cc1noc(C)c1S(=O)(=O)NC(=O)C1(C)CCN1C(=O)CC(c1ccccc1)c1ccccc1 (stereo unspecified)
-1,3,10,-9,3,-0.8,-6,7,3,2,-19,COc1ccc(-c2nnco2)cc1OC
-14,-6,-3,-24,3,-0.9,-1,-10,17,-13,2,COc1cccc(C(=O)O/N=C/c2ccc(Sc3ccc(C)cc3)nc2)c1
-19,-2,7,-34,17,-2.3,-3,-69,-63,18,-142,CCOc1cccc(/C=C/c2ccc3ccccc3n2)c1OC(C)=O
9,0,4,-2,3,0.8,0,-2,11,1,-1,Cc1nc2ccc(NS(=O)(=O)c3c(C)c(C)cc(C)c3C)cc2s1
0,/,-1,-22,11,0.5,1,5,3,/,-1,OC[C@@H]1CN(Cc2cccs2)C[C@H](n2cnc3c(N4CCN(c5ccccc5)CC4)ncnc32)O1
1,-1,1,-27,15,0.3,1,-19,-3,-14,-9,COC(=O)c1ccc(/C=C2\Oc3ccccc3NC2=O)cc1
4,2,2,-9,2,-4.5,6,-7,2,2,2,COc1ccc(OCCOC(=O)CNS(=O)(=O)c2ccc(SC)c([N+](=O)[O-])c2)cc1
0,-12,-2,8,10,-1.8,-3,-4,-18,1,1,COC(=O)c1ccc(C2/C(=C(/O)c3ccc4c(c3)CC(C)O4)C(=O)C(=O)N2CCN2CCOCC2)cc1 (stereo unspecified)
23,-6,-9,17,13,2.8,1,3,23,12,16,COc1ccc(S(=O)(=O)n2ccc(C(C)Oc3ccc(-c4ccccc4)c(F)c3)n2)cc1 (stereo unspecified)
26,-2,8,-14,10,-1.1,-3,-2,-15,-7,-1,COc1ccc(C2(O)C(=O)Nc3ccccc32)cc1 (stereo unspecified)
-9,-3,-8,-13,-1,1.9,-4,-6,-8,-2,54,CC(=O)c1ccc(NC(=O)CN2C(=O)NC3(CCc4ccccc43)C2=O)cc1 (stereo unspecified)
-16,-8,4,-6,5,0.0,-1,-5,6,8,-2,Cc1nc(SCC(=O)NC(C)c2ccccc2)c2oc3ccccc3c2n1 (stereo unspecified)
17,-6,-6,-16,1,15*,-1,-1,4,9,5,Cc1ccc(OCC(=O)NC(=S)Nc2cccc(NC(=O)c3ccccc3Cl)c2)cc1
3,-1,-2,-39,0,-0.4,2,-61,1,5,-7,COn1c(-c2ccc(C)cc2)nc2ncccc21
-6,/,4,-18,14,0.0,-8,10,-8,/,-9,O=C(NCc1ccccc1)c1cc(C2COCCN2C(=O)OCCF)on1 (stereo unspecified)

The last 2 compounds of the part above lead into the next.
COUP-TFII inh,TLR9-MyD88 inh,ABHD5-PLIN5 inh,NCOA2 inhibitor,MC4R antagonist,MC4R ag barr,NOD2 RIPK2 PPI,SRC1 inh,SRC3 inh,EBV LMP1 NFkB,NR5A2 inv ag,molecule
3,-1,-2,-39,0,-0.4,2,-61,1,5,-7,COn1c(-c2ccc(C)cc2)nc2ncccc21
-6,/,4,-18,14,0.0,-8,10,-8,/,-9,O=C(NCc1ccccc1)c1cc(C2COCCN2C(=O)OCCF)on1 (stereo unspecified)
5,-8,1,18,-1,-2.5,0,7,-22,4,-12,Cc1cc(C)cc(Nc2c3c(nc4ncnn24)CCC3)c1
11,-19,-8,10,7,-0.8,3,-12,-13,-3,6,CCOc1ccc(S(=O)(=O)NCc2ccc3c(c2)OCO3)cc1C(=O)O
-17,-8,-4,-9,0,0.7,1,-4,-23,0,8,CC1CCCCC1n1c(=S)[nH]c2ccccc2c1=O (stereo unspecified)
80*,0,-1,11,2,-1.4,-1,-10,-20,4,0,COc1ccc(C(=O)N2CCN(Cc3ccccc3C(F)(F)F)CC2)cc1
-15,-2,-1,-7,2,-2.5,8,13,-23,-14,-23,CC(C)N1CCN(C(=O)c2ccc(OC3CCN(CCc4ccccc4)CC3)cc2)CC1
0,-10,5,-1,7,-0.7,13,-14,8,0,-5,CC(OC(=O)CCNS(=O)(=O)c1cccs1)C(=O)Nc1ccc(S(N)(=O)=O)cc1 (stereo unspecified)
-5,-13,-3,9,8,-0.7,-8,-12,5,-4,-4,CN(c1ccc(OCc2ccc([N+](=O)[O-])cc2)cc1)S(=O)(=O)c1ccccc1
-13,3,2,-37,2,-0.2,5,-24,-4,-8,-1,Cc1ccn2c(Nc3ccccc3C)c(-c3ccncc3)nc2c1
13,-3,-2,-14,3,-0.7,5,-2,17,2,-14,CCSC1=C(C#N)C(c2cccs2)C(C(=O)OC)=C(C)N1 (stereo unspecified)
-13,2,11,-22,13,-1.3,4,-17,-49,-22,-48,CC(=O)Nc1ccc(/C=C2\CCc3ccccc3C2=O)cc1
/,-5,2,/,-26,-2.2,-12,-16,-13,-2,2,COC(=O)C1=CN(Cc2ccc(OC)cc2)C=C(C(=O)OC)C1c1cc(OC)c(OC)c(OC)c1
6,5,-3,17,8,2.0,-6,-12,2,-11,5,Cc1cccc(C2c3[nH]c4ccccc4c3CCN2Cc2cccn2-c2ncccn2)c1 (stereo unspecified)
23,0,2,19,14,1.1,0,-34,-1,-7,21,O=C1NC(Cc2ccc(O)cc2)c2nc3cc(Cl)ccc3c(=O)n2-c2cc(Cl)ccc21 (stereo unspecified)
23,-12,9,2,-3,-2.3,-6,-13,2,-11,-9,CCOc1ccc(CCNC(=O)/C=C/c2ccco2)cc1OCC
11,1,-3,5,-1,0.4,-5,7,-20,5,6,Cc1ccc(NC(=O)Cn2cc([N+](=O)[O-])nc2C)cc1C
15,8,1,2,15,-3.2,5,-18,17,2,7,CC(C)(C)NC(=O)NC(=O)CN1CCN(Cc2ccccc2)CC1
-4,0,-5,17,-2,-0.9,3,-8,20,-2,6,Cc1cc2c(nn1)CCC/C2=N\O
/,-4,16,/,12,0.5,12,5,11,-8,6,COc1cccc(NC(=S)N(CCCN2CCCC2)Cc2cccn2Cc2ccc(Cl)cc2)c1
7,2,13,18,7,-0.8,1,0,12,6,14,Cc1cc2c3c([nH]c2cc1S(=O)(=O)NCc1ccc(CN2CCCCCC2)o1)CCCC3=O
0,0,1,18,4,-2.0,3,6,9,-4,-9,COCCN1C(=O)C(CC(=O)Nc2ccccc2)SC1=Nc1ccc(OC)cc1 (stereo unspecified)

More records.
COUP-TFII inh,TLR9-MyD88 inh,ABHD5-PLIN5 inh,NCOA2 inhibitor,MC4R antagonist,MC4R ag barr,NOD2 RIPK2 PPI,SRC1 inh,SRC3 inh,EBV LMP1 NFkB,NR5A2 inv ag,molecule
-4,-15,5,-18,0,-2.6,-3,-12,-12,-6,-15,CC(=O)Nc1ccc(S(=O)(=O)NCCC(=O)NNC(=O)c2ccccc2O)cc1
7,2,1,-42,4,-4.1,0,-38,4,-2,12,COc1ccc(NS(=O)(=O)c2ccc(N3CCOCC3)c(NC(=O)c3ccccc3Br)c2)cc1
-11,2,7,-17,2,-0.9,8,-3,15,2,-41,CC(C)OC(=O)CSc1nnc(-c2cnccn2)n1-c1ccc(Cl)cc1
-13,7,-4,-6,5,-3.6,3,-3,14,-12,0,Cc1ccc(C23OC(=O)C(C)(C)C2OC(=O)C3(C)C)cc1 (stereo unspecified)
16,-6,3,3,2,-3.6,-3,-24,-15,-2,3,O=C(N/N=C/c1coc2ccccc2c1=O)c1ccccc1
3,0,6,-12,-1,-0.6,-6,-30,-13,3,-31,O=C(CN1C(=O)c2cccnc2C1=O)c1ccccc1
18,-3,9,6,5,0.9,-6,-32,6,2,10,Cc1noc(/C=C/N(C)C)c1S(=O)(=O)N1CCCC(C(=O)N2CCc3ccccc32)C1 (stereo unspecified)
6,-2,-2,0,1,-2.6,-5,9,11,4,-13,CCN(CC)C(=O)c1sc(N2C(=O)Nc3ccccc3N2O)c(C(=O)OC)c1C
-7,/,-6,10,/,/,8,9,-3,/,0,O=[N+]([O-])c1ccc(NS(=O)(=O)c2ccc(Cl)c(Cl)c2)cc1
8,0,3,-1,-5,0.5,3,0,1,-27,7,NC(=O)N=Nc1c(O)n(Cc2ccccc2)c2ccc(Br)cc12
-9,0,0,-8,0,-0.4,1,-30,-23,10,15,COc1cccc(OC)c1C(=O)NCCOc1cc(C)cc(C)c1
/,-1,2,/,4,-1.2,1,6,-15,3,12,CN1c2ccccc2C(C)(C)C12CC(CCl)=NO2 (stereo unspecified)
-1,-2,0,5,-5,-1.1,-4,-2,4,-6,0,O=C(/C=C\c1ccc2c(c1)OCO2)NC1(C(=O)Nc2ccc3c(c2)OCO3)CCCCC1
4,-1,1,10,-5,-2.0,-11,-14,0,-6,1,Cc1cc(C)cc(NC(=S)NCCCN2CCOCC2)c1
4,1,-3,6,3,-3.4,-4,10,-14,6,0,COC(=O)c1c(C(=O)OC)c(-c2ccc(C)cc2)n2c1CS(=O)(=O)C2
-8,7,-2,8,6,-1.5,-3,9,4,0,-21,CN(NS(=O)(=O)c1ccc(Cl)cc1)c1cnn(C)c(=O)c1Cl
-5,-8,4,0,7,0.8,-6,-19,7,-6,6,COc1ccccc1NS(=O)(=O)c1ccc2[nH]c(=S)oc2c1
15,-17,5,-41,-2,-1.2,-3,-6,-5,-18,-6,N#Cc1c(F)cccc1NCc1cccs1
13,/,-5,2,24,0.7,-11,-8,-10,0,-28,CN(CC#CC(O)(c1ccccc1)c1ccccc1)C(C)(C)C
4,4,-6,-9,0,0.4,0,11,-12,-6,11,COC(=O)C1=C(C)NC(=O)NC1c1ccc2c(c1)OCO2 (stereo unspecified)
0,6,15,-11,9,-1.6,5,7,-18,2,23,NC(=O)c1ccc(NC(=O)COC(=O)c2c[nH]c3ccccc23)cc1
6,-4,1,-14,6,1.7,-1,0,3,8,-13,COc1ccc(C2=NC(CO)(CO)CO2)cc1
-7,9,-1,10,-7,-2.2,-2,9,-2,-1,0,CCc1nc(N)c(C#N)c(-c2ccncc2)c1C

Only part of the results is shown; rates above refer to the full screens.
